High-throughput results deposited in PubChem BioAssay by several laboratories.
aSyn UTR inh: 5' untranslated region of α-synuclein, MLPCN primary screen | alpha-synuclein 5'UTR reporter, inhibitor activity | inhibition, % (tested at 7.5 µM) | 300,000 tested, 0.82% active | AID 1813; in the data active means inhibition above about 60%;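 further: H4 neuroglioblastoma cells stably carrying SNCA 5'UTR luciferase fusion; 0% = DMSO wells and 100% = positive control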
GSK3A inh: human GSK-3 alpha kinase inhibition | P49840 | ADP-Glo luminescence, 60 min | inhibition, % at 10 µM | 320,000 tested, 0.1% active;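 in the data active means inhibition above about 50%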;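 further: GST-tagged GSK-3 alpha with peptide substrate and 25 µM ATP; 0% = DMSO neutral wells and 100% = GW8510 positive control wells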
Target sequence (P49840 whole entry, looked up): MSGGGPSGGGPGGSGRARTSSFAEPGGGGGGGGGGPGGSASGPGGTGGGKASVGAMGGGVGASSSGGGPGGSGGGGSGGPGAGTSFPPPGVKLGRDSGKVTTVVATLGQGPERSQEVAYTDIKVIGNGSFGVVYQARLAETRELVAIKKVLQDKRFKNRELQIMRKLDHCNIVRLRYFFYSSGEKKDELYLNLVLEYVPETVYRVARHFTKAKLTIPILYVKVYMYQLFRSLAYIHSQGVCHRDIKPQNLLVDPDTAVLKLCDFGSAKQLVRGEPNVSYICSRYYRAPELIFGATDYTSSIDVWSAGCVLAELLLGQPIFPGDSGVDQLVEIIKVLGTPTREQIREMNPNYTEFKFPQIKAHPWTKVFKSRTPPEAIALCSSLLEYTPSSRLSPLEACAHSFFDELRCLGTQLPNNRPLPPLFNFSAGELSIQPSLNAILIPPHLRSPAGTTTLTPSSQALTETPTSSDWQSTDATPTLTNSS
HSF1 inhib: HSF1 inhibition; activity change, negative = inhibition, % at 7.5 µM (by protocol); 300,000 tested, 0.77% active; AID 2098; NIH3T3-HGL HSE-luciferase, MG132-induced, luminescence 8 h; active compounds read low;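 active means more than half of replicate wells show activity change below -50%, luminescence cut by over half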;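 further: luciferase reports HSF-1 transcriptional activity via heat shock element; 0% = median of DMSO wells and -100% = zero luminescence signal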
HSP90 refold inh: inhibitors of HSP90 luciferase refolding in rabbit reticulocyte lysate | inhibition, % at 5.6 µM | 290,000 tested, 0.91% active | AID 1789 | luciferase refolding luminescence, 3 h;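 active means inhibition above the screen-wide mean plus 3 SD, computed separately per campaign, cut at about 16% in these data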;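 further: 0% = DMSO wells and 100% = 60 µM geldanamycin wells; inhibitors lower the luminescence because luciferase stays unfolded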
IEC-6 tox: IEC-6 cytotoxicity, counter-screen for KLF5 inhibitors; luminescence viability; inhibition, % at 5 µM; 290,000 tested, 0.78% active; in the data active means inhibition above about 22%;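 further: 0% = plate median of test compound wells and 100% = cytotoxic reference compound wells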
HSF-1 act: increases HSF-1 driven luciferase reporter signal. AID 504408. NIH3T3-HGL HSF-1 luciferase reporter, MG132, 8 h; 100% = twice DMSO control signal. activation, % at 9 µM. 300,000 tested, 1.7% active;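 active means mean replicate activation of at least 50% with a set share of replicates each reaching 50%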;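 further: 0% = median of the neutral control wells and 100% = twice that signal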
HIF act: HIF pathway transcriptional activation; 300,000 tested, 0.32% active; U2OS HRE-luciferase reporter, luminescence; normalized: DMSO 0%, desferrioxamine 100%; AID 1910; activation, % at 7.5 µM (by protocol);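 active means mean activation of at least 10% of the iron chelator positive control signal, with at least half of replicates also reaching 10%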
GSK3beta inhib: blocks human GSK3beta kinase activity | GST-GSK3beta kinase, ADP-Glo luminescence, 60 min; active compounds read low | 300,000 tested, 0.038% active | activity score (negative = inhibition), % at 10 µM;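 active means more than half of replicate wells score below -50%, meaning over 50% inhibition versus plate controls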;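 further: 0% = median DMSO wells and -100% = median GW8510 positive control wells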
Target sequence (P49841 whole entry, looked up): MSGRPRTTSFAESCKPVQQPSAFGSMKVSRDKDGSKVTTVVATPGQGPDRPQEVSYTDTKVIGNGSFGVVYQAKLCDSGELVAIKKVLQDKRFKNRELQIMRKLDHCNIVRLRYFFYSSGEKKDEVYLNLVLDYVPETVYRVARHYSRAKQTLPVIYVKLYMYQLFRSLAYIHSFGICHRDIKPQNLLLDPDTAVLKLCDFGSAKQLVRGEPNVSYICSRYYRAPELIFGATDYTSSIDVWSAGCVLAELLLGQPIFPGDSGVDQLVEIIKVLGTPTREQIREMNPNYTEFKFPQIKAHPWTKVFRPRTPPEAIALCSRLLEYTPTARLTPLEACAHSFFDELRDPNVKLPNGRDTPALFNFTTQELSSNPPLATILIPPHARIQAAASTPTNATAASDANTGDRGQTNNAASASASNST
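Test system: GST-fused GSK3beta enzyme, cell-free | Quantity: 1.6 ng GST-GSK3beta enzyme per well | Reagent: 25 µM ATP with peptide substrate | Schedule: 60 min enzyme reaction, room temperature | Signal: Luminescent ADP-Glo measurement of ADP formed | Read-out basis: Score relative to plate controls | Control set: DMSO and 20 µM GW8510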
KLF5 inhibitor: inhibitors of KLF5 expression; inhibition, % at 5 µM; 290,000 tested, 0.23% active; DLD-1 KLF5 promoter-luciferase reporter, luminescence;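 active means inhibition above a per-plate limit of that plate's mean compound inhibition plus 3 SD, cut at about 60% in these data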;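 further: 0% = DMSO wells and 100% = LY294002 at 200 µM; higher means less KLF5 promoter-driven luciferase light; inactives centre near -14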
AI-2 QS modul: Vibrio harveyi AI-2 quorum sensing modulation | Vibrio harveyi JMH597 AI-2 luminescence/OD600 ratio, 9 h; active compounds read low; strain lacks LuxN and CqsS sensors; 0 = neutral-control median | activity change, % at 7.5 µM | 300,000 tested, 0.4% active | AID 2094; in the data active means activity change below about -75%, passing the limit was not always enough;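 further: luminescence divided by OD600 gain over 9 h not by final OD600 alone; inactives centre near 13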
An asterisk follows results filed as active; · = no result given.

canonical_smiles,aSyn UTR inh,GSK3A inh,HSF1 inhib,HSP90 refold inh,IEC-6 tox,HSF-1 act,HIF act,GSK3beta inhib,KLF5 inhibitor,AI-2 QS modul
COC(=O)/C(=C\c1cccnc1)NC(=O)c1ccc(OCc2ccccc2)cc1,-11,-5,-25,0,5,-41,-1.1,0,-50,2
COCCn1c(SCC(=O)Nc2ccccc2C)nc2c(oc3ccccc32)c1=O,6,-1,-5,-1,-4,-7,-0.1,3,-7,10
C#CCOCCOCCOCCNc1nc(N2CCOCC2)nc(N2CCN(C(=O)Cn3cc(CC(C)O)nn3)CC2)n1 (centres undefined),0,1,0,-2,1,-4,-0.6,0,-4,18
CC(=O)Oc1ccccc1/C=C1\CCOC1=O,1,-2,-4,0,3,-9,-0.4,-2,-4,3
O=S(=O)(c1ccccc1)c1nc(-c2ccco2)oc1NCCCn1ccnc1,2,0,3,-1,-1,0,-0.6,1,13,41
COc1ccc(NC2=Nc3ccccc3N3C2=Nc2c(c(C)nn2-c2ccc(C)cc2)C3c2cccnc2)cc1 (centres undefined),10,0,-81*,-4,0,-86,-0.2,1,-25,6
Cc1ccc(NC(=O)c2c([N+](=O)[O-])cnn2C)cc1C,15,-3,4,-3,4,6,-0.7,0,-32,-7
CCc1ccc(NC(=S)N2CCN(c3cccc(OC)c3)CC2)cc1,3,0,-3,-2,-2,-17,-0.1,1,-8,5
CCCN1C(=O)CC(Sc2ncccc2C(=O)O)C1=O (centres undefined),-1,-7,3,1,-3,11,0.2,-3,-26,-1
O=C(/C=C/c1ccccc1)N1CCN(c2c(Cl)cccc2[N+](=O)[O-])CC1,38,-1,2,0,8,7,-1.0,-2,-29,-9

Of the compounds above, 7 have nitrogen in an aromatic ring:
canonical_smiles,aSyn UTR inh,GSK3A inh,HSF1 inhib,HSP90 refold inh,IEC-6 tox,HSF-1 act,HIF act,GSK3beta inhib,KLF5 inhibitor,AI-2 QS modul
COC(=O)/C(=C\c1cccnc1)NC(=O)c1ccc(OCc2ccccc2)cc1,-11,-5,-25,0,5,-41,-1.1,0,-50,2
COCCn1c(SCC(=O)Nc2ccccc2C)nc2c(oc3ccccc32)c1=O,6,-1,-5,-1,-4,-7,-0.1,3,-7,10
C#CCOCCOCCOCCNc1nc(N2CCOCC2)nc(N2CCN(C(=O)Cn3cc(CC(C)O)nn3)CC2)n1 (centres undefined),0,1,0,-2,1,-4,-0.6,0,-4,18
O=S(=O)(c1ccccc1)c1nc(-c2ccco2)oc1NCCCn1ccnc1,2,0,3,-1,-1,0,-0.6,1,13,41
COc1ccc(NC2=Nc3ccccc3N3C2=Nc2c(c(C)nn2-c2ccc(C)cc2)C3c2cccnc2)cc1 (centres undefined),10,0,-81*,-4,0,-86,-0.2,1,-25,6
Cc1ccc(NC(=O)c2c([N+](=O)[O-])cnn2C)cc1C,15,-3,4,-3,4,6,-0.7,0,-32,-7
CCCN1C(=O)CC(Sc2ncccc2C(=O)O)C1=O (centres undefined),-1,-7,3,1,-3,11,0.2,-3,-26,-1

The listing continues:
canonical_smiles,aSyn UTR inh,GSK3A inh,HSF1 inhib,HSP90 refold inh,IEC-6 tox,HSF-1 act,HIF act,GSK3beta inhib,KLF5 inhibitor,AI-2 QS modul
CC(C)NC(=S)N=Nc1c(O)[nH]c2ccc([N+](=O)[O-])cc12,34,0,-9,2,2,1,0.1,-1,5,20
C/C=C/c1ccc(OCCCCOc2ccccc2C(C)=O)c(OC)c1,4,-2,-5,-1,0,-11,-0.3,-3,19,35
CCOc1ccc(NC(=S)N2CCN(S(C)(=O)=O)CC2)cc1,15,-2,-6,-5,-10,15,-0.1,2,-42,25
COC(=O)C(Cc1ccccc1)NC(=O)CCNC(=O)c1ccc(Br)cc1 (centres undefined),23,-1,-14,0,-7,-31,-0.3,1,-10,26
Cc1nn(-c2cc(C)c3ccccc3n2)c2c1C1C(C2)C1(C)C (centres undefined),-52,8,-10,4,0,-1,0.1,-1,8,10
COc1ccccc1CNC(=O)C(CC(C)C)NS(=O)(=O)c1ccc2c(c1)oc(=O)n2C (centres undefined),-24,0,4,0,2,13,-0.4,-1,-36,4
COC(=O)[C@@]1(Cc2ccc(F)cc2)[C@H]2c3cc(C(=O)N4CCCC4)n(CCc4ccccn4)c3C[C@H]2CN1C(=O)c1ccccc1,·,-1,·,2,-3,·,·,·,-25,·
COC(=O)CC1COc2ccccc2N1C(=O)c1ccc(OC)cc1 (centres undefined),3,0,-10,0,-4,17,-1.3,-2,11,7
CCn1c(SCC(=O)n2nc(C)cc2C)nnc1-c1ccc2c(c1)OCO2,2,2,8,3,-1,-13,-0.3,-1,8,-1
O=C(C1CCC1)N(CCc1ccccc1)Cc1nc2ccccc2c(=O)[nH]1,13,-1,1,-1,-5,17,-0.3,-4,-33,6
COc1ccc(C(C(=O)NC2CCCC2)N(C(=O)c2ccco2)c2cc3c(cc2C(C)=O)OCO3)cc1OC (centres undefined),-4,-2,5,-3,0,29,-0.1,-3,-8,19
Cc1sc(NC(=O)CN2CCCC2)nc1-c1ccc2c(c1)CCN2C(=O)c1ccc(F)cc1,-19,-2,6,-3,-2,11,0.0,-1,-15,11
CCOc1ccccc1N(CC(=O)NCc1ccc(OC)cc1)S(C)(=O)=O,10,-3,-6,5,-1,-6,0.1,1,-39,13
CCCN1C(=O)C(O)(C2CC(=O)CC(C)(C)O2)c2ccccc21 (centres undefined),-26,0,3,-1,-8,4,-0.1,0,1,28
O=C(c1cccs1)N(CC1CCCO1)c1nc(-c2ccccc2)cs1 (centres undefined),-14,-2,-2,-1,0,12,0.2,1,-47,-3
O=C(O)c1cccc(-n2c(/C=C/c3ccccc3)nc3ccccc3c2=O)c1,-10,-4,4,0,-3,29,-0.6,2,-29,6
CN1CCN(c2nc3ccccn3c(=O)c2/C=C(\C#N)S(=O)(=O)c2ccccc2)CC1,12,-2,-6,4,-4,11,-0.6,0,-11,14
CCOC(=O)c1c(-c2ccc(OC)cc2)oc2cc(Br)c(O)cc12,25,-2,2,0,-4,-15,-0.6,3,-16,0
Cc1ccc(NC(=O)CSc2nc(N)cc(N)n2)cc1S(=O)(=O)N1CCOCC1,6,0,-1,4,0,1,-0.2,0,-25,19
CC12CCC(=O)N1C(C(=O)NNC(=O)c1cccc(Cl)c1)CS2 (centres undefined),3,-1,0,·,·,-5,1.1,2,·,20
COC(=O)c1ccc(NC(=O)CCN2CCN(CCC(=O)Nc3ccc(C(=O)OC)cc3)CC2)cc1,3,1,-10,1,-4,2,0.2,0,-23,6
O=c1ccc2ccccc2n1Cc1cccc(F)c1,11,-1,6,0,8,3,-0.3,2,-4,-1
COc1cccc(CNc2cccc(C(F)(F)F)c2)c1O,15,-1,2,-3,-3,7,-1.2,2,-46,-26
Nc1c(C(=O)NCc2ccc3c(c2)OCO3)c2nc3ccccc3nc2n1CCCN1CCOCC1,-14,13,-11,2,9,-29,1.1,0,-1,20
CSc1nnc2n(C)c3c(c(=O)n12)C1(CCCC1)Cc1ccccc1-3,-5,-2,-9,4,7,-9,-0.2,-1,-52,13
O=C(NCN1CCc2ccccc2C1)c1cnccn1,0,0,0,1,-4,3,-0.2,1,10,22
CC(=O)NC(CCS(C)(=O)=O)C(=O)Nc1cc(Cl)ccc1Cl (centres undefined),0,0,-2,-5,-1,-8,-0.1,2,-20,15
COc1cccc(C(=O)Nc2cccc(-c3ccc(N4CCOCC4)nn3)c2)c1OC,-42,1,12,·,·,26,2.4,-1,·,30
COc1cccc(OCc2cc(C(=O)NCc3cnc4ccccn34)no2)c1,9,-3,-12,-3,3,-14,-0.2,2,-9,-22
Cc1ccc(F)cc1NC(=O)CSCc1nc2sc(C)c(C)c2c(=O)[nH]1,3,-2,18,·,·,26,0.1,0,·,16
C/C=C/CSc1nc2c(c(=O)[nH]c(=O)n2C)n1C(C)C,41,3,·,1,-7,·,-0.5,-1,-15,26
O=C(Nc1ccccc1O)c1cc(S(=O)(=O)N2CCOCC2)c(Cl)cc1Cl,·,1,·,4,-2,·,·,4,0,6
Cc1cc(OC(=O)c2ccc(S(=O)(=O)N3CCCCC3)cc2)c([N+](=O)[O-])c(=O)[nH]1,3,-2,-5,-3,0,6,-0.1,-1,-33,29
O=C(COC(=O)/C=C/c1cccc([N+](=O)[O-])c1)NCc1ccco1,-32,-1,181,2,-2,200*,1.6,0,-16,27
C=CCNc1nc(Cl)nc(Nc2ccc(OCC)cc2)n1,26,-1,3,-3,5,11,0.0,0,-6,15
CC1(C)Oc2ccc3ccc(=O)oc3c2-c2cn[nH]c21,-5,68*,5,3,1,-13,0.3,-1,-17,25
CN(C)CCCNC(=O)c1ccccn1,11,0,3,1,2,-6,-0.6,-4,7,9
O=C(CCl)Nc1cccc2ncccc12,-95,2,1,0,10,1,-1.1,1,-11,17
O=C1c2cnc3nc(SCc4ccc(Cl)cc4)nn3c2CC2c3ccccc3CCN12 (centres undefined),-4,-3,9,-2,-4,38,-0.6,-2,-26,9
O=C(CSc1nccn1-c1cccc(Cl)c1)NO,-3,-2,2,1,5,1,0.8,3,-18,8
COc1cccc(NC(=O)COc2ccccc2C(N)=O)c1,-75,0,27,0,9,71*,1.6,3,-52,36
C=C(C)CC(Nc1ccc(OC)cc1)c1ccco1 (centres undefined),-9,0,-3,-2,5,0,0.0,1,-10,5
